# EPAC1 antagonist: blocks human EPAC1 exchange factor. O95398. hit rate 0.14% among 360,000. EPAC1 GEF assay, Rap1b-BODIPY-GDP exchange fluorescence. Potency, µM (highest dose often 115 µM), without a hit: at the top dose activity change, negative = inhibition, hits mostly inhibitors;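 note: plate controls were vehicle for no effect and positive control for full effect; nearly all actives have a fitted effect of over 50% in size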
# EPAC2 antagonist: EPAC2 (human) antagonism; hit rate 0.18% among 360,000; Potency, µM (series often up to 114 µM), for inactives: at the top dose activity, negative = inhibition, hits mostly inhibitors; EPAC2 GEF exchange of Rap1B-BODIPY-GDP, fluorescence; Q8WZA2; note: % is set by controls: 0 for no effect and ±100 for the full control effect; nearly all actives have a fitted effect of over 45% in size; many of its hits are not listed in these tables
# Target sequence (Q8WZA2 whole entry, looked up): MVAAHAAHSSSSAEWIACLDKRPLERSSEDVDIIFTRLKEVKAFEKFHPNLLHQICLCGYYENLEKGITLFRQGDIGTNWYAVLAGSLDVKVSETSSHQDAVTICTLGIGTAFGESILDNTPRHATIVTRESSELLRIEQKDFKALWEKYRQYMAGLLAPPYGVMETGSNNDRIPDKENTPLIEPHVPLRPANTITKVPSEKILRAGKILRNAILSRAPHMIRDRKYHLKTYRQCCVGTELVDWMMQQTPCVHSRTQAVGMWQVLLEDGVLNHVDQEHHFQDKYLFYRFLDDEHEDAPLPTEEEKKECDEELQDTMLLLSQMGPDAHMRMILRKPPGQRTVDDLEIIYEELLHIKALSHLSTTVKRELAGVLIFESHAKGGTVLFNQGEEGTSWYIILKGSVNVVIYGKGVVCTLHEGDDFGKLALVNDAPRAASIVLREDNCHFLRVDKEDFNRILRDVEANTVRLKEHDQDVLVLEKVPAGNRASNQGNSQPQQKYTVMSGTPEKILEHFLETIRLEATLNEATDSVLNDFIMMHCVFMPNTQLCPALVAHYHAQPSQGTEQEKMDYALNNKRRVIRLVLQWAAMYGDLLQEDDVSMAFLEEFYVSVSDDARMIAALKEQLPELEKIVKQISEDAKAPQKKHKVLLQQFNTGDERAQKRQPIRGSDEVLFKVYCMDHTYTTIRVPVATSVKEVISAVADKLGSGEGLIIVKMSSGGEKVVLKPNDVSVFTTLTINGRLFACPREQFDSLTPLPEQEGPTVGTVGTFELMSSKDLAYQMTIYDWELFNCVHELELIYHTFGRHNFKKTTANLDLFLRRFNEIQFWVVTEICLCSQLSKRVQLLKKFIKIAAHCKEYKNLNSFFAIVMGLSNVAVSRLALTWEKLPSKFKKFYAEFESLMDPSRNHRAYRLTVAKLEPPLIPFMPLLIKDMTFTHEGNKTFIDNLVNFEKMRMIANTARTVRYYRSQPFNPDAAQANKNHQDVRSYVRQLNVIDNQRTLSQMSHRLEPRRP
# aSyn rescue: rescues yeast growth from alpha-synuclein toxicity | Yeast expressing alpha-synuclein, growth rescue, BacTiter-Glo, 24 h | Potency, µM (top dose mostly 46.1 µM), without a hit: at the top dose growth rescue (activation), hits mostly activators | hit rate 0.14% among 370,000; note: % of control where 0% means no effect; nearly all actives have a fitted effect of over 65% in size
#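 Rescue of yeast growth: cells expressing toxic alpha-synuclein, induced in galactose at OD600 0.02, incubated with compound 24 h at 30 C. ATP luminescence quantified growth; inhibitors of toxicity appear as activators.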
# TDP43 rescue: TDP-43 toxicity inhibition in yeast | TDP-43 expressing yeast growth rescue, BacTiter-Glo, 24 h | Potency, µM (highest dose often 46.1 µM), for inactives: at the highest dose growth rescue (activation), usual class: activators | hit rate 1.8% among 410,000 | AID 652104; note: % of control where 0% means no effect; nearly all actives have a fitted effect of over 50% in size
#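 Luminescence from BacTiter-Glo reports growth of TDP-43-expressing yeast after 24 hr at 30 deg C with compound. Cells were raffinose-pregrown to mid-log, then seeded in galactose medium at OD600=0.02.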
# EPAC1 agonist: agonists of human EPAC1 | O95398 | EPAC1 agonist qHTS, biochemical assay; response scale: 100% = response to 6.5 mM cAMP | Potency, µM (doses to about 154 µM), for inactives: at the top dose activation, usual class: activators | hit rate 0.073% among 360,000 | AID 720707; note: nearly all actives have a fitted effect of over 60% in size
#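 Nucleotide exchange assay: 100 nM EPAC1 with 250 nM Rap1B loaded with BODIPY-GDP and 50 uM GDP, room temperature. Fluorescence (480/540 nm) read every 5 min for 30 min; signal change normalized to 6.5 mM cAMP as full agonist.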
# FUS suppressor: FUS proteinopathy suppression in yeast; Potency, µM (titrated, usually from 76.6 µM), without a hit: at the top dose growth rescue (activation), usual class: activators; hit rate 0.24% among 390,000; S. cerevisiae FUS-expressing, growth rescue, OD600, 24 h;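 note: plate controls were DMSO vehicle for no effect and reference control for full effect; nearly all actives have a fitted effect of over 55% in size; some results filed as inactive show a strong effect at the top dose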
#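 Yeast FUS proteinopathy model; galactose-induced FUS (2%), starting OD 0.005. Cpds in dilution series, 24hr, 30C, 99% humidity. Abs 600 nm growth. Pos ctrl CP55940 (top 92uM final); neg ctrl DMSO.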
# PTHR1 agonist: activates the human parathyroid hormone receptor PTHR1. hit rate 0.075% among 410,000. Q03431. HEK293 GP2 PTHR1 cells, GloSensor cAMP luminescence, 1 h. Potency, µM (highest dose often 115 µM), for the others: at the highest dose activation, actives largely listed as activators; note: nearly all actives have a fitted effect of over 55% in size; some results filed as inactive show a strong effect at the top dose; inactives centre near -15; many of its hits are not listed in these tables
#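 HEK-293-derived GP2 cells expressing PTHR1 and a GloSensor cAMP reporter, 3,000/well, plated overnight, given luciferin plus IBMX (each 0.5 mM as added) for 1 h at 37 °C, then compound for 1 h at 37 °C. Luminescence was read after 15 min at room temperature.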
# EPAC2 ag: activates human EPAC2 exchange factor; Q8WZA2; hit rate 0.079% among 360,000; Potency, µM (series often up to 154 µM), for the others: at the highest dose activation, most hits filed as activators; EPAC2 activation, biochemical qHTS; response scale: 100% = 6.5 mM cAMP response; note: nearly all actives have a fitted effect of over 50% in size
#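 Compounds were added across a concentration range to EPAC2 (100 nM), RAP1B-BODIPY-GDP (250 nM) and GDP (50 uM). After 5 min at room temperature, fluorescence was recorded at 5-min intervals for 30 min.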
# An asterisk follows results filed as active; i = inactive; ? = inconclusive; / = not tested or not shown; [ ] = remark or other dose. Calls come from the whole dose curve; as a rule, active = well fitted curve in the direction sought with a large enough effect; inconclusive = small, poorly fitted or top-dose-only effect, or another doubt; inactive = no such curve, though single readings can be large; an effect the other way counts as inactive or inconclusive. Potency is the fitted concentration of half-maximal effect. Not all compounds are listed (hit frequency here may not be typical).
no.	structure	PTHR1 agonist	EPAC2 ag	aSyn rescue	EPAC1 agonist	EPAC1 antagonist	FUS suppressor	TDP43 rescue	EPAC2 antagonist
1	Cc1ccc(N(C(C)C(=O)Nc2ccc(S(=O)(=O)N3CCOCC3)cc2)S(C)(=O)=O)cc1C (stereo not drawn)	i	15%	2%	14%	-20%	11%	-7%	-9%
2	COCCNc1nc(NCc2ccc(NC(C)=O)cc2)c2sc(-c3ccccc3)cc2n1	-9%	10%	-2%	7%	-25%	10%	16%	11%
3	Cc1ccc(S(=O)(=O)N2CC3(O)CN(C(=O)OC(C)C)N(C(=O)OC(C)C)CC3(OC(=O)NCc3ccco3)C2)cc1 (stereo not drawn)	-39%	-6%	2%	-13%	7%	40%	8%	-11%
4	Cc1ccnc(NS(=O)(=O)c2ccc(NC(=O)C(C)(C)C)cc2)n1	-1%	14%	-7%	16%	-15%	-28%	-7%	2%
5	O=C(O)c1ccc(-c2nc3ccccc3[nH]2)cc1	-14%	0%	3%	-3%	5%	12%	-21%	7%
6	CCc1cccc(NC(=O)C2CCCN2S(=O)(=O)c2ccccc2C(F)(F)F)c1 (stereo not drawn)	i	-2%	1%	-1%	-19%	8%	0%	-5%
7	CCOC(=O)c1[nH]ncc1CN1CCCC(C(=O)c2cccc3ccccc23)C1 (stereo not drawn)	i	-5%	0%	3%	20%	-6%	?	-1%
8	O=C(Cc1ccccn1)c1ccccc1	-11%	3%	0%	3%	-24%	-19%	12%	1%
9	COc1ccc(C(=O)Nc2nc(-c3ccc(S(=O)(=O)N4CCOCC4)cc3)cs2)cc1	-12%[57.5 µM]	-5%	2%	2%	10%	?	22%	9%
10	CC(SCc1ccccc1)C(=O)NC1CCCC1 (stereo not drawn)	i	-8%	5%	2%	1%	-4%	-3%	9%

# Shown with values under each structure: ten of the compounds above.
# The line under a structure holds: PTHR1 agonist | EPAC2 ag | aSyn rescue | EPAC1 agonist | EPAC1 antagonist | FUS suppressor | TDP43 rescue | EPAC2 antagonist
1	Cc1ccc(N(C(C)C(=O)Nc2ccc(S(=O)(=O)N3CCOCC3)cc2)S(C)(=O)=O)cc1C (stereo not drawn)
    i | 15% | 2% | 14% | -20% | 11% | -7% | -9%
2	COCCNc1nc(NCc2ccc(NC(C)=O)cc2)c2sc(-c3ccccc3)cc2n1
    -9% | 10% | -2% | 7% | -25% | 10% | 16% | 11%
3	Cc1ccc(S(=O)(=O)N2CC3(O)CN(C(=O)OC(C)C)N(C(=O)OC(C)C)CC3(OC(=O)NCc3ccco3)C2)cc1 (stereo not drawn)
    -39% | -6% | 2% | -13% | 7% | 40% | 8% | -11%
4	Cc1ccnc(NS(=O)(=O)c2ccc(NC(=O)C(C)(C)C)cc2)n1
    -1% | 14% | -7% | 16% | -15% | -28% | -7% | 2%
5	O=C(O)c1ccc(-c2nc3ccccc3[nH]2)cc1
    -14% | 0% | 3% | -3% | 5% | 12% | -21% | 7%
6	CCc1cccc(NC(=O)C2CCCN2S(=O)(=O)c2ccccc2C(F)(F)F)c1 (stereo not drawn)
    i | -2% | 1% | -1% | -19% | 8% | 0% | -5%
7	CCOC(=O)c1[nH]ncc1CN1CCCC(C(=O)c2cccc3ccccc23)C1 (stereo not drawn)
    i | -5% | 0% | 3% | 20% | -6% | ? | -1%
8	O=C(Cc1ccccn1)c1ccccc1
    -11% | 3% | 0% | 3% | -24% | -19% | 12% | 1%
9	COc1ccc(C(=O)Nc2nc(-c3ccc(S(=O)(=O)N4CCOCC4)cc3)cs2)cc1
    -12%[57.5 µM] | -5% | 2% | 2% | 10% | ? | 22% | 9%
10	CC(SCc1ccccc1)C(=O)NC1CCCC1 (stereo not drawn)
    i | -8% | 5% | 2% | 1% | -4% | -3% | 9%

# New compounds follow
no.	structure	PTHR1 agonist	EPAC2 ag	aSyn rescue	EPAC1 agonist	EPAC1 antagonist	FUS suppressor	TDP43 rescue	EPAC2 antagonist
11	O=C(c1ccc(Cl)cc1)N1N=CCC1(O)c1ccc(Cl)cc1 (stereo not drawn)	-40%	-7%	-10%	-12%	7%	16%	28%	-18%
12	Cn1cnnc1Sc1ccc(C(=O)OCC(=O)Nc2cc(Cl)cc(Cl)c2)cc1[N+](=O)[O-]	-22%	-5%	9%	-3%	?	/	-12%	-8%
13	CC(C)CN(C(=O)COC(=O)c1cc2ccccc2cc1O)c1c(N)n(Cc2ccccc2)c(=O)[nH]c1=O	-10%	-13%	-1%	-11%	-20%	9%	-13%	13%
14	CC(=O)c1ccc(OCc2cccc(C(F)(F)F)c2)cc1O	-9%	4%	-4%	-10%	-4%	-4%	-17%	-9%
15	O=c1[nH]c(Cc2ccccc2)nc2ccccc12	i	1%	1%	-1%	-17%	2%	1%	10%
16	C=CCn1c(SCC(=O)Nc2cc(C)on2)nc2sc3c(c2c1=O)CCCC3	i	0%	6%	11%	-1%	-4%	-4%	-3%
17	CCCCNC(=O)c1onc(CSc2ccc(Cl)cc2)c1C(=O)O	i	3%	3%	1%	-3%	-20%	-4%	-7%
18	O=C(NCc1ccncc1)Nc1ccc2c(c1)OCO2	-3%	23%	-13%	7%	7%	-3%	-13%	-8%
19	CN(CC(=O)NCc1ccccc1F)S(=O)(=O)c1ccc(Cl)cc1	i	5%	1%	-1%	-16%	-26%	9%	-10%
20	Cc1ccc(NC(=O)CSc2nnc(C)n2C2CC2)cc1S(=O)(=O)N1CCOCC1	?	-3%	-6%	-6%	8%	-8%	-14%	5%
21	Cc1ccc(S(=O)(=O)N2CCOCC2)cc1NC(=O)COC(=O)c1n[nH]c(=O)c2ccccc12	-7%	9%	-3%	-1%	4%	14%	1%	-2%
22	CCCCNC(=O)Nc1nnc(-c2ccc(OCC)cc2)o1	i	1%	-2%	0%	-10%	13%	15%	0%
23	Cc1cccc(N2C(=O)C(Cc3ccccc3)NC2=S)c1 (stereo not drawn)	-18%	-6%	1%	6%	-3%	-7%	?	-28%
24	O=C(Nc1cccc(N2C(=O)C3CCCCC3C2=O)c1)c1ccccc1 (stereo not drawn)	-17%	8%	1%	4%	0%	9%	8%	-7%
25	COc1ccc(NC(=O)C(C2CC2)n2c(=O)c(-c3ccccc3)nc3ccccc32)cc1 (stereo not drawn)	-3%	15%	12%	9%	2%	23%	20µM*	-12%
26	Cc1ccc(S(=O)(=O)N(Cc2ccc(Cl)cc2)c2ccccc2C(=O)NCc2cccnc2)cc1	-9%	29%	4%	13%	?	31%	0%	-19%
27	O=C(NC(CC1CCCCC1)C(=O)O)c1ccccc1 (stereo not drawn)	-20%	3%	4%	2%	6%	-11%	-5%	-7%
28	COC(=O)c1ccc(NC(=O)c2ccccc2C(=O)Nc2ccc(C(=O)OC)cc2)cc1	i	-1%	2%	0%	8%	2%	3%	1%
29	COC(=O)c1ccc(S(=O)(=O)NCc2ccc(S(N)(=O)=O)cc2)o1	-20%	6%	0%	4%	-7%	-2%	16%	-4%
30	COc1ccc(CCNc2oc(COc3ccccc3F)nc2C#N)cc1OC	-16%[57.5 µM]	19%	3%	-4%	-19%	31%	-13%	-15%
31	O=C(NC(=S)N1CCN(c2ccc(Cl)cc2[N+](=O)[O-])CC1)c1cccs1	-4%	3%	?	-3%	15%	15%	?	-1%
32	CCOCCc1nnc(NC(=O)C(C)Oc2ccccc2)s1 (stereo not drawn)	-24%	2%	-4%	-15%	8%	11%	-7%	14%
33	COc1cccc(CC2(CO)CCCN(Cc3cc(F)ccc3-n3cccn3)C2)c1 (stereo not drawn)	i	17%	1%	0%	1%	1%	-22%	-7%
34	Cc1ccccc1NC(=O)COC(=O)CCc1c[nH]c2ccccc12	10%	4%	7%	-3%	-15%	-20%	12%	-6%
35	COc1ccccc1CC(=O)N1CCCC1	23%[57.5 µM]	5%	-7%	5%	12%	-1%	-15%	9%
36	CCOc1ccc(NC(=O)C(c2ccccn2)N(C(=O)CCl)c2ccc(F)cc2)cc1 (stereo not drawn)	i	-1%	8%	3%	9%	/	19%	3%
37	CCn1c(SCC(=O)Nc2cc(F)ccc2C)nnc1-c1ccccc1O	i	-2%	-6%	9%	-25%	0%	-2%	-4%
38	Cc1ccc(C(=O)NC(=S)N2CCCCCC2)cc1	-9%	5%	-5%	3%	-1%	-14%	0%	-7%
39	Cc1cc(Cl)c(S(=O)(=O)NC2CCCC2)cc1OCC(N)=O	-23%	7%	-9%	0%	6%	/	?	-5%
40	CC1(C(=O)NS(=O)(=O)c2ccc3c(c2)CCO3)CCN1C(=O)C1(c2ccc(Cl)cc2)CCC1 (stereo not drawn)	i	8%	-9%	-5%	50µM*	?	0%	?
41	CC(C)CNc1ncnc2c1ncn2[C@H]1CN(Cc2ccc(Cl)cc2)C[C@@H](CO)O1	-7%	10%	1%	-4%	-5%	23%	25%	13%
42	Cc1cc(NCC(C)C)n2ncnc2n1	i	-14%	-1%	-1%	9%	2%	16%	13%
43	COC(=O)c1ccc(CSc2nnc(-c3ccncc3)n2Cc2ccccc2)o1	30%[57.5 µM]	3%	1%	8%	-7%	4%	-7%	7%
44	CCCCc1ccc(NC(=S)NCc2cccnc2)cc1	-35%[inhibitor]	7%	-5%	-2%	-7%	/	28%	-3%
45	COC(=O)[C@@]1(Cc2ccc(F)cc2)[C@H]2c3cc(C(=O)N4CCCC4)n(Cc4ccc(C)c(F)c4F)c3C[C@H]2CN1C(=O)c1ccccc1	i	4%	7%	-16%	-12%	?	?	6%
46	O=C(COC(=O)/C=C/c1ccc(C(F)(F)F)cc1)NCC1CCCCC1	i	-2%	8%	1%	15%	-2%	27%	17%
47	CCc1nc2c(OCc3ccccc3C(=O)OC)cccn2c1N(C)C(=O)c1cccc(OC)c1	-2%	2%	1%	-14%	-26%	20%	19%	-11%
48	CC(C)(C)NCCC(O)c1cc(C(F)(F)F)nc2c(C(F)(F)F)cccc12 (stereo not drawn)	-13%	-9%	6%	-2%	0%	/	16%	-12%
49	COc1ccc(CNC(=O)C(=O)NCC(c2ccco2)N2CCOCC2)cc1 (stereo not drawn)	i	-2%	1%	-2%	5%	/	-3%	-2%
50	Cc1nc(SCc2ccccc2)[nH]c(=O)c1CC(=O)OCC(C)C	i	-6%	6%	-8%	-9%	9%	23%	9%

# From PubChem BioAssay
